CIT2 TOR yeast – alters CIT2-GFP fluorescence in TOR pathway yeast screen; S. cerevisiae CIT2-GFP strain, flow cytometry, 3 h; 100 means same as DMSO wells; GFP response vs DMSO, % at 10 µM; actives 0.065% (n = 320,000);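 active means GFP response relative to DMSO above a set limit, near the screen mean plus 3 SD, cut at about 150% in these data; inconclusive means Fewer than 70 cells measured for a yeast strain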;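 further: ratio of well median GFP fluorescence to mean of DMSO wells on the plate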
CR mimetic SO – lowers age-related superoxide in aged yeast cells. S. cerevisiae aged cells, superoxide DHE fluorescence; active compounds read low. superoxide response (% of plate mean), % at 10 µM. actives 0.18% (n = 330,000). AID 2690;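 active means superoxide response under a set limit, about three screen SD below normal, cut at about 65% in these data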;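 further: yeast aged for seven days with compound at 30 °C before DHE staining; 100% = average MFI of all compound-treated wells on the plate with controls excluded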
AGP1-GFP MLPCN – alters AGP1-GFP fluorescence in TOR pathway yeast screen; S. cerevisiae AGP1-GFP multiplex flow cytometry, 3 h; GFP as percent of DMSO wells; GFP response vs DMSO, % at 10 µM; actives 0.02% (n = 320,000); AID 2066;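 active means GFP response relative to DMSO above a set limit, near screen average plus 3 SD, cut at about 150% in these data; inconclusive means fewer than 70 cells counted for the yeast strain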;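 further: median GFP channel fluorescence of the gated AGP1 strain per well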
MEP2 TOR yeast – alters MEP2-GFP fluorescence in TOR pathway yeast screen. GFP response vs DMSO, % at 10 µM. actives 0.51% (n = 330,000). S. cerevisiae MEP2-GFP strain, flow cytometry GFP, 3 h; 100% = DMSO control level. AID 2016;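 active means GFP response versus DMSO above a set limit, roughly screen mean plus 3 SD, cut at about 180% in these data; inconclusive means fewer than 70 cells counted for a yeast strain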;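 further: median GFP fluorescence of the barcode-gated MEP2-GFP cells per well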
VLA-4 inh – inhibition in a human VLA-4 binding assay; P13612; VLA-4 expressing cells, ligand binding flow cytometry; inhibition, % (about 7 µM as worked out from the volumes in the protocol); actives 0.2% (n = 330,000); in the data active means inhibition above about 50%
Target sequence (P13612 whole entry, looked up): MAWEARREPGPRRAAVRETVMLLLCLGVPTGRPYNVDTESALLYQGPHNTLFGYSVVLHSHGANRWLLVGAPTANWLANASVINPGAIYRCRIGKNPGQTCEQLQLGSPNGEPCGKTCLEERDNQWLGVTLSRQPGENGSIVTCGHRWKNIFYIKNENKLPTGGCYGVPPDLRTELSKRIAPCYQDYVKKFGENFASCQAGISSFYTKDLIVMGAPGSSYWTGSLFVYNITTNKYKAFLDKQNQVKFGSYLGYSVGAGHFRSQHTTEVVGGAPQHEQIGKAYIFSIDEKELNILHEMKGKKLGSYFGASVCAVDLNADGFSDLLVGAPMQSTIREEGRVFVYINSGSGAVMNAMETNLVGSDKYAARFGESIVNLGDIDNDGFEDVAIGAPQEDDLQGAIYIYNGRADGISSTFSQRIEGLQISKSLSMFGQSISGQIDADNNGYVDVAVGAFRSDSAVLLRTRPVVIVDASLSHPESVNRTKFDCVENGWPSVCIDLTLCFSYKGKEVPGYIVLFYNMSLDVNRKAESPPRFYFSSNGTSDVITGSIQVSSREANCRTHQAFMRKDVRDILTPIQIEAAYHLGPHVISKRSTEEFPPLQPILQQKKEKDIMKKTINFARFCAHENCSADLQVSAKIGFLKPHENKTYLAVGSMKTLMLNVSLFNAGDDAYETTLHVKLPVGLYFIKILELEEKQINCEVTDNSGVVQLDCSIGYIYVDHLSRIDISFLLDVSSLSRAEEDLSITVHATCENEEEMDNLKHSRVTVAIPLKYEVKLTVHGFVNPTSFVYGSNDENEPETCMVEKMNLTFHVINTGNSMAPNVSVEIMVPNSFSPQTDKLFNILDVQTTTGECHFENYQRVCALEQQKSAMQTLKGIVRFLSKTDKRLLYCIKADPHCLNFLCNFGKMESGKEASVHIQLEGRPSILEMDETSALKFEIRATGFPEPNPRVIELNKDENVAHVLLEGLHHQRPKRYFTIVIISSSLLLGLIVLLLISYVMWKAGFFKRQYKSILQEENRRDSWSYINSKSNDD
GRK2 aptamer HTS – blocks RNA aptamer binding to human GRK2. bead flow cytometry, FAM-aptamer displacement from GRK2. actives 0.59% (n = 330,000). AID 488847. inhibition of aptamer binding, % at 10 µM. P25098;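 active means inhibition of aptamer binding above 40%, roughly 3 SD of noise, on plates passing a quality check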;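 further: median bead fluorescence of bound FAM aptamer so fluorescent compounds give negative values; no value below 0 was filed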
RPL19A-GFP yeast – yeast TOR pathway RPL19A-GFP modulation | S. cerevisiae RPL19A-GFP strain, flow cytometry, 3 h; active compounds read low | percent response vs DMSO, % at 10 µM | actives 0.3% (n = 330,000) | AID 2025;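 active means percent response vs DMSO below 50%; inconclusive means fewer than 70 events counted for the yeast strain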;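 further: median channel GFP fluorescence of the barcoded RPL19A-GFP strain; ratio of sample median GFP to plate DMSO average so 100% = DMSO; lower means less RPL19A-GFP as with rapamycin TOR inhibition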
LAP4 TOR yeast – yeast TOR pathway LAP4-GFP modulation | GFP response vs DMSO, % at 10 µM | actives 0.34% (n = 320,000) | S. cerevisiae LAP4-GFP multiplex, flow cytometry GFP, 3 h; median GFP as percent of DMSO wells;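 active means GFP response vs DMSO above a set limit, about the screen mean plus 3 SD, cut at about 150% in these data; inconclusive means under 70 cell events counted for the yeast strain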
An asterisk follows results filed as active; ? = inconclusive; . = not tested or not shown; [ ] = remark or other dose.

SMILES	CIT2 TOR yeast	CR mimetic SO	AGP1-GFP MLPCN	MEP2 TOR yeast	VLA-4 inh	GRK2 aptamer HTS	RPL19A-GFP yeast	LAP4 TOR yeast
Cc1ccccc1S(=O)(=O)Cc1ccc(C(=O)NCCN2CCCCC2C)o1 (stereo not drawn)	?	109	?	460*[may fluoresce violet]	-9	0	34*[may fluoresce violet]	78[may fluoresce violet]
CCCCn1c(-c2nonc2N)nc2ccccc21	98	87	96	101	-8	2	100	105
CCCC(CCC(=O)Nc1ccc(S(N)(=O)=O)cc1)C(=O)O (stereo not drawn)	82	90	97	117	29	1	97	105
Cc1cccc(C)c1NC(=O)c1c(O)c2ccccc2[nH]c1=O	90	97	104	100	7	0	103	102
Cc1ccc(S(=O)(=O)c2cc3c(=O)n4ccccc4nc3n(Cc3ccco3)c2=N)cc1C	92	99	91	105	-5	0	100	101
Cc1nc2ccccc2n1CC(=O)N/N=C/c1cccnc1	99	103	101	107	10	0	100	106
Cc1ccc(-c2cc3ccccc3nc2N)cc1	99	92	94	109	-1	1	103	90
COc1ccc(/C=N/NC(=O)c2cnccn2)cc1O	111	91	116	118	-6	4	106	109
CCc1nnc(NC(=O)CSc2nnc3c4ccccc4n(C)c3n2)s1	102	94	99	99	10	0	96	96
CCC1OC(c2ccc([N+](=O)[O-])cc2)=Nc2ccccc21 (stereo not drawn)	106	80	112	103	-12	0	106	113
COc1ccc(S(=O)(=O)N2CCN(Cc3ccco3)CC2)cc1	112	86	106	111	14	1	108	101
Cc1ccc(CNc2oc(-c3ccco3)nc2S(=O)(=O)c2ccccc2)cc1	101	93	98	94	14	2	100	97
CSc1sc(-c2ccnc(=S)[nH]2)c(-c2ccccc2)c1C#N	96	98	96	93	-2	2	95	107
O=C(c1ccccc1-c1nc(-c2ccccc2)no1)N1CCCC1	107	115	103	112	12	1	100	108
O=C(N/N=C/c1cccc(O)c1)c1ccc(COc2ccc3c(c2)CCC3)o1	97	99	98	98	-7	0	98	87
Cc1ccc(C(=O)C(C)OC(=O)Cc2n[nH]c(=O)c3ccccc23)cc1 (stereo not drawn)	93	88	102	92	20	2	88	106
COc1cc2c(cc1OC)C1(Nc3c-2c(-c2ccccc2)nn3-c2ccccc2)C(=O)Nc2ccccc21 (stereo not drawn)	92	92	93	93	-29	2	90	88
Cc1nnc(N2C(=O)c3cccc4cccc(c34)C2=O)s1	93	101	90	97	-7	6	100	94
COc1ccc(Cn2nnnc2CN(Cc2cc3ccc(C)cc3[nH]c2=O)C2CCCC2)cc1	87	114	99	99	11	0	100	100
Cc1c(CC(=O)N2CCC(C(=O)O)CC2)c(=O)oc2cc3c(cc12)CCC1(CCCCC1)O3	102	97	98	100	11	0	98	103
O=C(COC(=O)c1ccc[nH]c1=O)NC1CCCCC1	84	93	99	93	18	1	95	98
Cc1ccc(SCCC(=O)OCC(=O)NCC2CCCCC2)cc1	86	93	.	93	5	2	94	95
CC(=O)c1c(COC(=O)c2ccc(F)cc2)nc2ccccc2[n+]1[O-]	92	99	106	94	26	2	98	110
CCOC(=O)c1ccc(NC(=S)N2CCN(CCN=CC3=C(O)CC(C)(C)CC3=O)CC2)cc1	94	100	100	92	9	2	99	97
COC(=O)C1Cc2ccccc2CN1S(=O)(=O)c1ccc(C)cc1 (stereo not drawn)	102	96	104	100	7	1	98	107

Taken from the entries so far for reference:
SMILES	CIT2 TOR yeast	CR mimetic SO	AGP1-GFP MLPCN	MEP2 TOR yeast	VLA-4 inh	GRK2 aptamer HTS	RPL19A-GFP yeast	LAP4 TOR yeast
CSc1sc(-c2ccnc(=S)[nH]2)c(-c2ccccc2)c1C#N	96	98	96	93	-2	2	95	107
O=C(c1ccccc1-c1nc(-c2ccccc2)no1)N1CCCC1	107	115	103	112	12	1	100	108
O=C(N/N=C/c1cccc(O)c1)c1ccc(COc2ccc3c(c2)CCC3)o1	97	99	98	98	-7	0	98	87
Cc1ccc(C(=O)C(C)OC(=O)Cc2n[nH]c(=O)c3ccccc23)cc1 (stereo not drawn)	93	88	102	92	20	2	88	106
COc1cc2c(cc1OC)C1(Nc3c-2c(-c2ccccc2)nn3-c2ccccc2)C(=O)Nc2ccccc21 (stereo not drawn)	92	92	93	93	-29	2	90	88
Cc1nnc(N2C(=O)c3cccc4cccc(c34)C2=O)s1	93	101	90	97	-7	6	100	94
COc1ccc(Cn2nnnc2CN(Cc2cc3ccc(C)cc3[nH]c2=O)C2CCCC2)cc1	87	114	99	99	11	0	100	100
Cc1c(CC(=O)N2CCC(C(=O)O)CC2)c(=O)oc2cc3c(cc12)CCC1(CCCCC1)O3	102	97	98	100	11	0	98	103
O=C(COC(=O)c1ccc[nH]c1=O)NC1CCCCC1	84	93	99	93	18	1	95	98
Cc1ccc(SCCC(=O)OCC(=O)NCC2CCCCC2)cc1	86	93	.	93	5	2	94	95
CC(=O)c1c(COC(=O)c2ccc(F)cc2)nc2ccccc2[n+]1[O-]	92	99	106	94	26	2	98	110
CCOC(=O)c1ccc(NC(=S)N2CCN(CCN=CC3=C(O)CC(C)(C)CC3=O)CC2)cc1	94	100	100	92	9	2	99	97
COC(=O)C1Cc2ccccc2CN1S(=O)(=O)c1ccc(C)cc1 (stereo not drawn)	102	96	104	100	7	1	98	107

The list continues.
SMILES	CIT2 TOR yeast	CR mimetic SO	AGP1-GFP MLPCN	MEP2 TOR yeast	VLA-4 inh	GRK2 aptamer HTS	RPL19A-GFP yeast	LAP4 TOR yeast
CC1(C(=O)O)CCC(C(=O)Nc2ccc(S(N)(=O)=O)cc2)C1(C)C (stereo not drawn)	104	96	102	99	-1	1	102	109
COc1ccc(C(=O)/C=C2/C(=O)Nc3ccccc32)cc1OC	102	94	105	103	5	0	108	95
CCCCOc1ccc(-c2csc(N)n2)cc1[N+](=O)[O-]	94	99	81	100	13	2	97	123
c1ccc2c(c1)ncn2CCCCOc1ccc2c(c1)CCC2	97	84	103	109	0	0	103	108
CC(C)NC(=O)Nc1ccc2c(c1)CC(=O)N([C@@H](C)CO)C[C@H](C)[C@@H](CN(C)C(=O)NC1CCCCC1)O2	98	96	97	91	-27	4	92	97
Cc1ccc(C#N)c(SCc2ccccc2[N+](=O)[O-])n1	89	105	91	93	-10	0	98	89
COc1ccccc1C/C(N)=N/OC(=O)COc1ccc(C)cc1C	102	83	83	98	13	0	96	100
C/C(=C\c1ccc2c(c1)OCO2)C1Nc2cccc3cccc(c23)N1	82	84	90	91	-2	0	89	117
Cc1ccc(-c2cc(C(=O)O)n(-c3ccc(S(N)(=O)=O)cc3)n2)cc1	102	102	104	101	26	0	103	91
O=C(NC1CCN(Cc2ccccc2)CC1)c1c(Cl)cccc1Cl	102	94	101	97	-11	0	98	98
Cc1cc(C)n2nc(N)c(N=Nc3ccc(Cl)cc3)c2n1	98	91	101	107	16	6	103	108
COc1ccc(S(=O)(=O)N2CCCC(C(=O)NCc3ccccn3)C2)cc1 (stereo not drawn)	98	103	102	99	2	0	98	101
O=C(CSCc1ccc(Cl)cc1)Nc1cc([N+](=O)[O-])ccc1O	111	99	102	103	2	1	102	102
Cc1c(Cl)c(C(=O)Nc2nc3ccccc3n2CCN2CCCCC2)nn1C	96	93	97	92	-2	1	102	97
CSc1cccc(CN2CCN(Cc3ccc(F)c(F)c3)C(CCO)C2)c1 (stereo not drawn)	99	105	104	102	13	0	98	109
O=C(OCCOc1cccc(Cl)c1)c1ccc(F)c(S(=O)(=O)N2CCOCC2)c1	?	119	?	?	0	4	?	?
CN(CC(=O)Nc1ccc(Cl)c(C(F)(F)F)c1)C(=O)COC(=O)C1CC2CCCC(C1)C2=O (stereo not drawn)	113	99	110	105	7	0	106	104
COc1ccc(NC(=O)[C@@H]2CC=C[C@@H]3CCN(Cc4ccc(Cl)c(Cl)c4)C(=O)[C@@H]32)cc1	91	93	95	90	26	4	96	95
Cc1cccc(OCCNC(=O)c2ccc(Oc3ccc(C(F)(F)F)cc3[N+](=O)[O-])cc2)c1	97	103	97	97	14	1	96	100
C/C(=N/OCO/N=C(/C)c1ccc(F)cc1)c1ccc(F)cc1	105	103	103	113	2	3	103	102
CCOC(=O)c1c[nH]n2c(=O)cc(C)nc12	105	89	107	111	-2	0	102	113
COc1ccc(NC(=O)CN(C)S(=O)(=O)c2cccc3nsnc23)cc1	89	106	89	95	-7	4	99	99
COc1ccc(C)cc1NC(=O)Nc1ccccc1SC	97	96	104	109	2	0	104	103
CC(=O)C1=C(C)NC(=O)CC1c1ccc(Br)cc1 (stereo not drawn)	103	108	104	110	-2	4	107	95
Cc1ccccc1Oc1nc2c(c(=O)n(C)c(=O)n2C)n1C	99	94	107	106	3	12	102	105
SMILES	CIT2 TOR yeast	CR mimetic SO	AGP1-GFP MLPCN	MEP2 TOR yeast	VLA-4 inh	GRK2 aptamer HTS	RPL19A-GFP yeast	LAP4 TOR yeast
Cc1cc(NC(=O)CSc2c[nH]c3ccccc23)no1	114	98	106	100	2	0	102	102
CCOC(=O)N1CCN(Cc2ccc3ccccc3c2)CC1	102	101	103	107	5	3	102	99
COc1ccc(/C=N/OC/C(O)=C(\C#N)c2nc3ccccc3[nH]2)cc1OC	104	86	111	109	-4	3	92	121
Cc1cc(=O)[nH]c(N2CCc3ccccc3C2)n1	104	99	104	104	2	0	101	98
O=C(O)c1ccc2c(=O)n3c(nc2c1)/C(=C/c1ccc(F)cc1)CC3	100	86	93	84	-2	10	104	92
Cc1ccc(NC(=O)CCS(=O)(=O)c2cccc3nonc23)c(Cl)c1	111	76	93	94	0	0	90	89
CN1CCN(c2ccc(NS(=O)(=O)c3ccc(Cl)cc3)cn2)CC1	93	106	98	95	7	0	95	100
Cc1ccccc1OCC(=O)N1CCN(C(=O)COc2ccccc2C)CC1	109	106	102	103	-4	1	103	88
COc1cccc(/C=C/C(=O)Nc2ccc(C(=O)Nc3cccc(S(N)(=O)=O)c3)cc2)c1OC	100	96	102	113	2	1	106	96
Cc1[nH]n(-c2ccccc2)c(=O)c1C(=O)c1ccccc1	94	107	102	93	-3	.	98	99
CC(C)Oc1ccc(C(=O)NC2CCS(=O)(=O)C2)cc1 (stereo not drawn)	98	93	99	104	-2	0	101	104
COc1ccc(/C=C2\C(=N)N3N=C(CC(=O)N4CCOCC4)SC3=NC2=O)cc1	100	87	92	106	17	2	93	93
CCC1CN(C(=O)N2CCC(C(=O)Nc3ccccc3F)CC2)c2ccccc2O1 (stereo not drawn)	110	94	100	116	0	0	103	107
O=C(CCN1C(=O)/C(=C/c2ccccc2)SC1=S)NNC(=O)c1ccncc1	104	116	101	97	23	0	98	104
CCOC(=O)c1ccccc1NS(=O)(=O)c1ccc(OC)cc1	102	107	105	107	2	3	103	105
Cc1onc(-c2ccccc2)c1C(=O)O/N=C(\N)c1ccc([N+](=O)[O-])o1	115	117	110	86	1	0	96	100
Cc1cc(NC(=O)CSc2nnc(-c3c[nH]c4ccccc34)n2C)no1	98	77	95	102	-9	0	101	114
COc1ccc(/C=C2\Sc3ccc(C(=O)NCCCN4CCCC4)cc3N(C)C2=O)cc1OC	96	115	100	90	5	0	98	97

Screening results as filed in PubChem.
